# Pemphigus Ab inh: blocks pemphigus antibody binding to human desmoglein-3; P32926; DSG3-coupled beads, scFv-anti-DSG3-GFP binding, flow cytometry; stronger effect = lower value; binding (percent of control), % at 10 µM; 310,000 tested, 0.48% active; AID 588358;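 active = binding more than 3 SD below its plate's average and above zero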;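 also: hits lower antibody fragment binding to DSG3; some compounds called inactive have numbers as strong as hits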
# cardiac RTF act: cardiac RTF calcium sensitization. IANBD-labeled TnC RTF fluorescence at EC20 calcium; 0% EC20 calcium, 100% full calcium. activation, % at 7.2 µM. 340,000 tested, 0.24% active;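 active = activation above the mean over all tested compounds plus 3 SD, cut at about 30% in these data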;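 also: rise in fluorescence read as greater calcium sensitivity of cardiac thin filaments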
# Wnt act: Wnt/beta-catenin pathway activation; Wnt/beta-catenin reporter cell assay, activator, plate reader; activation, % at 9.35 µM; 300,000 tested, 1.2% active; AID 743398; in the data active = activation above about 30%, passing the limit was not always enough;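 also: 0% = neutral control wells and 100% = positive control wells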
# V-ATPase pH: alters yeast V-ATPase proton transport | S. cerevisiae, pHLuorin cytosolic pH fluorescence | response, % at 10 µM | 350,000 tested, 0.37% active; in the data active = response mostly above about 7.3%, no sharp cut-off; inactive = mostly below about 5.4%; also: actives read high; inactives centre near 0; some compounds called inactive have numbers as strong as hits; reference of the scale not given here
# Keap1 Nrf2 FP: disrupts human Keap1 binding to Nrf2 peptide; Q14145; Keap1 Kelch-Nrf2 peptide fluorescence polarization, 1536-well; inhibition, % at 9.4 µM; 340,000 tested, 0.15% active; AID 504523; in the data active = inhibition above about 12%;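 also: human Keap1 Kelch domain with fluorescein labeled Nrf2 9mer peptide probe; 0% = neutral control wells and 100% = peptide positive control; higher means more block of Keap1 binding to Nrf2 peptide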
# OPRM1-OPRD1 ag: agonists of human mu-delta opioid receptor heterodimerization | P35372+P41143 | cells, OPRM1-OPRD1 heterodimerization, luminescence | activation, % at 9.3 µM | 340,000 tested, 0.3% active | AID 504326; in the data active = activation above about 18%;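 also: 0% = vehicle-treated cells and 100% = reference agonist; values of inactives mirror those of a sister screen read the other way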
# Target sequence (P35372 whole entry, looked up): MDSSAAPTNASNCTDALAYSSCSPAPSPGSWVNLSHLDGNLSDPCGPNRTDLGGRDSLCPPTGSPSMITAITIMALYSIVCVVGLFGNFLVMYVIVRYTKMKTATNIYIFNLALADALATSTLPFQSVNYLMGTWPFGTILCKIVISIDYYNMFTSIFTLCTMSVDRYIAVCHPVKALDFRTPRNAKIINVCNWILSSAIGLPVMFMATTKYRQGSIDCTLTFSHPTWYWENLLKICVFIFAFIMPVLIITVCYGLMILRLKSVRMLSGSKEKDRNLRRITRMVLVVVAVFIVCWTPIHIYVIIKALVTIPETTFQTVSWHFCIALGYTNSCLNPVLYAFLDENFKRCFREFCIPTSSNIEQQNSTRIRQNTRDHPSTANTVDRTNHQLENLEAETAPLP
# Target sequence (P41143 whole entry, looked up): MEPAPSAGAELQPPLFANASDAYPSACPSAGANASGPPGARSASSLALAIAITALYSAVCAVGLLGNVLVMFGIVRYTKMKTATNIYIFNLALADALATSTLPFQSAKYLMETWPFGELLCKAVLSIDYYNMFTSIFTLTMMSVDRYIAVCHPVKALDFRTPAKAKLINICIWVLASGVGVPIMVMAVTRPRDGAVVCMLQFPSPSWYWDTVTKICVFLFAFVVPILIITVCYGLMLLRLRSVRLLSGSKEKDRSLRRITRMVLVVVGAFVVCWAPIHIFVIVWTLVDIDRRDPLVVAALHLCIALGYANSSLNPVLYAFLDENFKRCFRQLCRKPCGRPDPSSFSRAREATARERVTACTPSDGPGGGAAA
# OPRM1-OPRD1 inv: inverse agonist of human OPRM1-OPRD1 heterodimerization; cell-based MOR-DOR heterodimer luminescence, inverse agonism; AID 504357; P35372+P41143; inhibition, % at 9.3 µM; 340,000 tested, 0.21% active; in the data active = inhibition above about 22%, passing the limit was not always enough;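 also: 0% = cells with DMSO and 100% = wells without cells with DMSO; values of inactives mirror those of a sister screen read the other way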
# Arrestin-AP2 inh: inhibitors of human beta-arrestin and AP2 interaction | FITC-arrestin peptide / GST-AP2 beads, flow cytometry; AP2 beta2 appendage carries R879A mutation | inhibition, % at 10 µM | 340,000 tested, 0.31% active;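 active = inhibition above a set limit, near 3 SD of compounds lacking own fluorescence, cut at about 54% in these data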;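 also: plate controls were DMSO wells for no effect and 5 µM unlabelled arrestin peptide for full effect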
#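 Test system: GST-tagged AP2 beta2-adaptin appendage (R879A) on 4 µm glutathione beads; also added: fluorescein-tagged arrestin peptide at 50 nM final; timing: 12 min plus 1 h, RT; signal: flow cytometry, FL1 (488/535 nm); read-out: percent drop in bead-associated FITC signal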
# RTF Ca sens inh: cardiac RTF calcium desensitization; IANBD-labeled cardiac RTF, Ca2+ fluorescence; inhibition, % at 7.15 µM; 340,000 tested, 0.12% active; AID 493244;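 active = inhibition above the mean inhibition of all tested compounds plus 3 SD, cut at about 17% in these data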;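 also: assay run at fixed EC70 calcium of 1.6 mM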
# LANA DNA inh: KSHV C-LANA DNA binding inhibition; 340,000 tested, 0.078% active; AID 504423; MBP-C-LANA/FAM-LBS DNA binding, fluorescence polarization; inhibition, % at 9 µM;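 active = highest replicate inhibition at or above 60% at 9 µM, even if other replicates fall short; inactive = all replicates below 60% inhibition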;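 also: 0% = neutral control wells and 100% = 4 µM acridine orange control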
# Numbers without * were called inactive; nt = no result given.
SMILES,Pemphigus Ab inh,cardiac RTF act,Wnt act,V-ATPase pH,Keap1 Nrf2 FP,OPRM1-OPRD1 ag,OPRM1-OPRD1 inv,Arrestin-AP2 inh,RTF Ca sens inh,LANA DNA inh
N#CCCn1cc(/C=C2\NC(=S)N(c3ccccc3)C2=O)c(-c2ccc(-c3ccccc3)cc2)n1,100,-3,-5,0,2,-3.8,18,-8,-8,-1.2
COCc1cc(C)c(C#N)c(=S)[nH]1,104,-2,1,3,-4,-1.7,7,10,1,0.6
COc1cccc(CN2CCN(S(=O)(=O)c3ccc(Br)cc3)CC2)c1,102,0,0,2,1,2.8,-17,-7,-7,-0.1
CCOc1ccc(C(CCc2ccccc2)NC(=O)c2ccccc2OC)cc1OCC (centres undefined),102,3,-6,8,2,1.1,-6,11,-4,-1.2
Cc1ccc(NC(=O)CCc2nnc3ccc(N4CCC5(CC4)OCCO5)nn23)nc1,126,-1,0,0,-4,-0.3,1,5,-13,0.3
O=C(c1cc(=O)[nH]c2ccccc12)N1CC=C(c2ccccc2)CC1,95,6,-2,1,1,-2.2,14,30,0,0.5
CC(=O)Nc1nc(C)c(Oc2ccc(C)cc2)c(=O)[nH]1,105,-1,1,-5,0,-3.0,16,6,-1,-1.0
Cc1cccc(-n2cc(-c3ccc([N+](=O)[O-])cc3)[nH]c2=S)c1,111,-13,-1,1,7,2.6,-14,8,-5,-1.2
O=C(COC(=O)/C=C/c1cccc([N+](=O)[O-])c1)NCc1ccc2c(c1)OCO2,110,5,-3,-1,-5,-1.2,6,8,0,0.4
C/C(=N/NC(=O)c1ccc(C)nc1)c1ccc2c(c1)CCCC2,82,-5,9,2,-2,-1.7,8,15,3,-0.4
O=C(N/N=C/c1cccc(C(F)(F)F)c1)C1CCN(c2ncc(C(F)(F)F)cc2Cl)CC1,101,0,nt,0,-4,-1.5,7,-8,-1,-1.3
C=CCN(C(=O)CCC(=O)Nc1cc(C)on1)C(C(=O)NC(C)(C)C)c1ccc(OC)cc1 (centres undefined),99,2,2,3,2,0.9,-7,-6,-6,0.3
Cc1ccc(S(=O)(=O)NC(CC(=O)O)c2ccccc2)c(C)c1 (centres undefined),88,-1,-4,0,-3,-1.8,10,-5,-14,1.0
CC(=O)C1=C(O)C(=O)N(c2cccc(Br)c2)C1c1ccccc1Cl (centres undefined),104,1,-1,0,3,-2.7,13,1,3,-0.3
CC(=O)N[C@H](Cc1c[nH]c2ccccc12)C(=O)O,95,2,-4,-1,-2,0.6,-3,4,-19,3.2
O=C(CN1CCCc2ccccc21)NCCc1ccc(Cl)cc1,118,-3,0,0,-6,2.7,-13,9,-7,0.7
COc1ccccc1OCC(=O)NNC(=O)c1ccc(F)c(S(=O)(=O)N2CCOCC2)c1,97,0,-4,4,-3,-1.3,6,6,0,-0.7
CC(=O)Oc1cc2oc(=O)c3c(c2cc1Cl)CCC3,99,-4,nt,-3,0,-0.3,2,3,-21,-1.9
COc1ccc(-c2sc3ccc(OC)cc3c2-c2ccc(OCCN3CCOCC3)cc2)cc1,101,-1,nt,1,-3,2.1,-10,27,-3,-0.1
O=C(CN1C(=O)NC2(CCCCCCC2)C1=O)Nc1c(Cl)cccc1Cl,104,-1,-4,0,3,-2.4,10,-5,4,1.0
CCN(CC)S(=O)(=O)c1ccc(Oc2ccc(S(=O)(=O)N(CC)CC)cc2)cc1,75,-3,nt,-1,0,-2.4,12,16,-5,1.1
O=c1c2c3c(sc2nc2n1CCCC2)CCCCC3,104,4,nt,-1,-4,-3.1,17,0,-13,-0.8
CC(=O)c1c(C)[nH]c(C(=O)OCC(=O)Nc2cccc(S(=O)(=O)N(C)C)c2)c1C,100,0,-2,-1,-1,0.7,-4,7,-15,1.4
COC(=O)Cn1cnc2c(C#N)c3n(c2c1=O)CCCCC3,102,-7,nt,1,0,-3.0,16,3,-13,3.1
Cc1cc(NCC2CCCCC2)nc2ccccc12,nt,-2,-4,2,-2,4.2,-26,20,3,-1.6
COc1ccccc1N1CCN(C(=O)c2cc(-c3ccc(C)cc3)on2)CC1,105,3,-1,-1,4,6.2,-36,14,-6,-1.6
CCOc1ccc(NC(=O)CN(C)C(=O)c2cc(S(=O)(=O)N3CCCCC3)ccc2Cl)cc1OCC,100,-11,-1,0,-5,1.0,-7,41,-4,0.7
CCc1ccccc1NC(=O)CSc1nc2n[nH]c(C)c2c(=N)n1-c1ccc(OC)cc1,106,1,-3,-2,2,-3.0,13,-1,-2,0.1
O=[N+]([O-])c1ccc(N2CCN(S(=O)(=O)c3ccc4ccccc4c3)CC2)cc1NCc1ccco1,95,-3,nt,3,1,-0.3,1,15,-2,0.4
Clc1ccc(-c2onc3c2CCCC3)cc1,98,-8,nt,1,-1,3.7,-23,-6,4,-1.6
N=c1sccn1CC(=O)Nc1ccccc1Oc1ccccc1,93,-3,nt,-3,-3,-1.5,8,4,-7,0.4
Cc1[nH]c2ccccc2c1C(=O)CSC(=S)N1CCN(C)CC1,104,3,12,0,-1,-2.9,14,31,-1,0.7
NC(=O)CSc1nnnn1CC(CC(=O)O)c1ccccc1 (centres undefined),119,-4,-1,0,4,0.4,-2,8,-6,1.2
Cc1cccc2nc(COc3ccc4ccccc4c3Br)cn12,94,-2,0,-2,-2,0.7,-4,18,4,0.0
Cc1ccc(N(C)S(=O)(=O)c2ccc(C)cc2)cc1,97,-4,nt,-3,4,-0.7,3,7,1,2.0
NC(=O)CN1C(=O)NC2(CCCc3sccc32)C1=O (centres undefined),nt,-5,1,10,-1,-0.8,5,7,-4,0.6
C[C@@H]1CCC2[C@](C)(CO)[C@@H](O)CC[C@]2(C)[C@@]12CC[C@@](CO)(CC(=O)O)O2 (some centres undefined),102,14,-2,-1,1,-3.3,15,8,-20,-0.4
O=C(NNC(=O)c1cnccn1)c1ccc(Cl)c(Cl)c1,nt,-1,-3,0,-4,-3.0,16,-9,-5,-2.3
O=C(NNC(=S)Nc1ccc(F)cc1)[C@H]1C[C@@H]1c1ccccc1,101,nt,-2,2,nt,nt,nt,29,nt,nt
O=C(NCC(c1ccco1)N1CCCCC1)c1ccc(S(=O)(=O)Nc2ccccc2)cc1 (centres undefined),101,-1,-4,-5,-8,-0.2,1,-5,-3,-1.3
CC(=O)C1(C)C(=O)N(c2ccc(C)cc2)C(=O)N1c1ccc(C)cc1 (centres undefined),91,0,-2,-2,-4,-3.7,16,1,-8,0.9
Cc1nn(CC(O)c2ccccc2)c(C)c1Br (centres undefined),87,-1,10,1,-1,-1.3,6,-2,2,1.3
COc1ccc(CC(=O)N(Cc2ccccc2)c2ccc(C)cc2)cc1OC,102,3,-2,-1,2,-2.2,12,-12,-2,2.9
CCOC(=O)CSc1nnc(-c2ccccc2NC(=O)c2ccccc2)o1,69*,10,2,3,-4,1.3,-8,-12,-5,0.3
COc1ccc(S(=O)(=O)n2nc(-c3cc(OC)c(OC)c(OC)c3)cc2N)cc1OC,100,0,-1,1,1,-0.9,5,3,-6,0.0
CCN1C(=O)[C@@H]2Cc3c([nH]c4ccccc34)C(c3ccc(OC)cc3)N2C1=S (some centres undefined),97,28,nt,-3,-22,3.2,-19,7,-28,-3.8
CCOC(=O)c1c(C)nc2sc3c(=O)n(-c4ccc(C)cc4)cnc3c2c1-c1ccc(OC)cc1,104,7,nt,7,-1,-2.1,11,15,-31,-1.3
CN1C(=O)/C(=C/c2ccc(OCc3ccccc3F)cc2)NC1=S,84,12,1,3,1,9.6,-46,9,-9,-3.9
COc1ccc(C2=CC(=O)C[C@H](c3ccc(F)cc3)C2)cc1OC,98,0,-3,1,-5,-1.6,9,5,-4,-1.7
COc1ccc(S(=O)(=O)N(C(=O)c2ccco2)c2cc3sc(=O)oc3c3ccccc23)cc1,109,-1,3,-2,-4,13,-65,2,3,0.4
O=C(N/N=C/c1c[nH]c2ccccc12)c1cc(-c2ccccc2)n[nH]1,86,-5,-1,-2,4,3.2,-21,2,-6,-0.2
Cc1ccc(-n2ncc(C(=O)N3CCN(C(=O)c4ccco4)CC3)c2-n2cccc2)cc1,102,-3,-3,-7,-3,-3.0,15,14,4,0.9
C=CCn1c(COc2ccc(CC)cc2)nnc1SCC(=O)NC1CCS(=O)(=O)C1 (centres undefined),92,4,nt,nt,5,-1.3,8,-3,-6,2.1
CC1CN(C(=O)CSc2ncnc3sccc23)CC(C)O1 (centres undefined),nt,10,-2,6,-2,0.0,0,11,6,1.8
CC1CN(c2ccc(C(F)(F)F)cc2[N+](=O)[O-])CCN1S(C)(=O)=O (centres undefined),110,-4,-2,2,-2,-2.1,11,3,-17,0.8
COc1ccccc1P(=O)(c1ccccc1)c1ccccc1NC(C)=O (centres undefined),115,-2,-4,4,-1,-1.8,9,14,-8,1.4
COCCN(C(=O)COC(=O)/C=C/c1ccc(C(F)(F)F)cc1)c1c(N)n(Cc2ccccc2)c(=O)[nH]c1=O,109,-17,-7,8,-4,-2.7,13,-12,3,-0.2
CNc1nc(N/N=C/c2cc([N+](=O)[O-])ccc2F)nc(Nc2ccccc2)n1,100,-3,-3,0,1,9.4,-50,2,10,-1.7
O=S(=O)(c1ccc(F)c(F)c1)N1CCN(S(=O)(=O)c2cccs2)CC1,nt,-1,-1,5,-4,-2.2,12,5,-5,-0.7
CC(=O)Nc1ccc(-c2nc(C)c(C(C)=O)n2O)cc1,116,3,-4,0,3,-4.5,21,-4,-9,2.1

# Next structures follow.
SMILES,Pemphigus Ab inh,cardiac RTF act,Wnt act,V-ATPase pH,Keap1 Nrf2 FP,OPRM1-OPRD1 ag,OPRM1-OPRD1 inv,Arrestin-AP2 inh,RTF Ca sens inh,LANA DNA inh
Cc1cc(C)n(CCNC(=O)CC2C(=O)NCCN2Cc2ccc(C)o2)n1 (centres undefined),86,-1,-7,-2,0,-2.1,13,21,1,-0.4
Cc1cccc(NC(=O)COC(=O)CCc2ccccc2)c1C,104,5,3,-3,2,-1.4,6,5,-6,0.4
CC1CN(C(=O)N2c3ccccc3Sc3ccccc32)CC(C)O1 (centres undefined),108,4,-8,3,1,10,-54,21,4,1.6
OC1(c2cccc(C(F)(F)F)c2)CCN(Cc2nnnn2CCc2ccccc2)CC1,114,-3,nt,11,-2,1.4,-6,-4,-9,0.1
COc1ccc(-c2ccc(-c3noc(-c4cccs4)n3)c(OC)n2)cc1,105,8,-2,-2,-3,-0.5,3,3,-3,-1.1

# 4 neighbouring compounds from above:
SMILES,Pemphigus Ab inh,cardiac RTF act,Wnt act,V-ATPase pH,Keap1 Nrf2 FP,OPRM1-OPRD1 ag,OPRM1-OPRD1 inv,Arrestin-AP2 inh,RTF Ca sens inh,LANA DNA inh
O=S(=O)(c1ccc(F)c(F)c1)N1CCN(S(=O)(=O)c2cccs2)CC1,nt,-1,-1,5,-4,-2.2,12,5,-5,-0.7
CC(=O)Nc1ccc(-c2nc(C)c(C(C)=O)n2O)cc1,116,3,-4,0,3,-4.5,21,-4,-9,2.1
Cc1cc(C)n(CCNC(=O)CC2C(=O)NCCN2Cc2ccc(C)o2)n1 (centres undefined),86,-1,-7,-2,0,-2.1,13,21,1,-0.4
Cc1cccc(NC(=O)COC(=O)CCc2ccccc2)c1C,104,5,3,-3,2,-1.4,6,5,-6,0.4

# Source: PubChem
